12-LOX inh – inhibitors of human 12S-lipoxygenase ALOX12; P18054; purified 12hLO, xylenol orange hydroperoxide absorbance; Potency, µM (highest dose often 108 µM), for the others: at the top dose activity change, negative = inhibition, actives largely listed as inhibitors; 1.1% of 580,000 active; AID 1671190; note: potency is the fitted concentration of half-maximal effect; % is set by controls: 0 for no effect and ±100 for the full control effect
Target sequence (P18054 whole entry, looked up): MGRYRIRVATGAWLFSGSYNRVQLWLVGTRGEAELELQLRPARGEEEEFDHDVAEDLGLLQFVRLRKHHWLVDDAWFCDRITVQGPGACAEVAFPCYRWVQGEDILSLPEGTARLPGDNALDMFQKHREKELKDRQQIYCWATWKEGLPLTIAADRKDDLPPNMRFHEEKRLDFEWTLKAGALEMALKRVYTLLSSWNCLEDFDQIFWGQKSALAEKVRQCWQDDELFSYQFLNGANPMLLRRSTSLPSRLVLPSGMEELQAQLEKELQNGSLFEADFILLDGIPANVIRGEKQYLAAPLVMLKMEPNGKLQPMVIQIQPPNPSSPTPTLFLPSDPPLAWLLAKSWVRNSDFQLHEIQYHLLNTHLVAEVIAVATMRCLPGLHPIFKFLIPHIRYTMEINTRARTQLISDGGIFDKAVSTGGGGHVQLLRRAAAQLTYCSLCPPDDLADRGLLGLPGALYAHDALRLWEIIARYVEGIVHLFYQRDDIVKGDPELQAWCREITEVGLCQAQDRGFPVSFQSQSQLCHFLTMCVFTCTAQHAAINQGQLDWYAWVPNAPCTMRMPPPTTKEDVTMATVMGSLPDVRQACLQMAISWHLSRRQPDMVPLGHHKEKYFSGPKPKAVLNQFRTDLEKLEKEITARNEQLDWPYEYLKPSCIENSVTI
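Purified human 12hLO at 150 nM in 25 mM Hepes, 0.01% Triton X-100, pH 7.0, preincubated 15 min at room temperature with compound. Reaction started with 40 uM arachidonic acid, 30 min at room temperature. Hydroperoxide measured by Fe-xylenol orange, 573/405 nm absorbance ratio.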
LDHA block – inhibitors of human lactate dehydrogenase A; purified LDHA, NADH/diaphorase-resazurin fluorescence; active compounds read low; activity change, % (values are at about 110 or 230 µM); 0.15% of 480,000 active; P00338; AID 1347041; in the data active = activity change below about -30%; inconclusive = mostly about -25% to -30%;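 note: plate controls were DMSO wells for no effect and wells without enzyme for full effect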
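Resorufin fluorescence (ex540/em590), read at 0 and 20 min after diaphorase/resazurin addition, reports the NADH left after a 5 min room-temperature reaction of 2 nM human LDH5 with 0.06 mM NADH and 0.2 mM pyruvate.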
ERG-DNA inh – ERG Ets/DNA interaction inhibition | P11308 | fluorescence polarization, His-ERG Ets domain / labelled DNA | Potency, µM (series often up to 76.9 µM), without a hit: at the highest dose FP activity, negative = inhibition, most hits filed as inhibitors | 0.028% of 370,000 active | AID 624246; active = well fitted inhibition curve with a large enough effect in the polarisation, with a control signal flat; inconclusive = small, poorly fitted or top-dose-only effect, or effect the other way, or a change in a side signal; inactive = no such curve, though single readings can be large or run the other way; the % refers to the polarisation;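 note: polarization taken with two DNA probes labelled with fluorescein and Texas red; potency is the fitted concentration of half-maximal effect; % of control where 0% means no effect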
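His-tagged ERG Ets domain (1 uM in the protein solution; 300mM KCl, 50mM Tris-HCl, 1mM EDTA, 1mM DTT, pH 7.5) received compound, then a probe mix of 5 nM fluorescein-DNA and 100nM Texas-615-DNA. Fluorescence polarization was read for both dyes.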
POLH inh – blocks human DNA polymerase eta activity. recombinant Pol eta, fluorescent DNA replication assay. 1.2% of 390,000 active. Potency, µM (series often up to 114 µM), for inactives: at the highest dose activity change, negative = inhibition, actives largely listed as inhibitors; note: potency is the fitted concentration of half-maximal effect; % is set by controls: 0 for no effect and ±100 for the full control effect
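Pol eta at 10 nM preincubated with compounds 15 min at room temperature; reaction started with fluorescent substrate (50 nM final) and read kinetically at 0 and 10 min.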
RGS4 inh – inhibitors of human regulator of G protein signaling 4; P49798; Transcreener GDP fluorescence polarization, RGS4-accelerated GTP hydrolysis; Potency, µM (highest dose often 114 µM), without a hit: at the highest dose activity change, negative = inhibition, actives largely listed as inhibitors; 0.039% of 390,000 active; note: potency is the fitted concentration of half-maximal effect; % is set by controls: 0 for no effect and ±100 for the full control effect; nearly all actives have a fitted effect of over 75% in size; some results filed as inactive show a strong effect at the top dose
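MLSMR compounds (23 nl, pin-transferred) preincubated 10 min at room temperature with a 500nM (2x) first reagent, then RGS4 at 900nM (2x) plus Transcreener GDP mix added; fluorescence polarization (620/688 nm) read before and after 90 min at 30 °C.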
POLK inh – inhibitors of human DNA polymerase kappa; Q9UBT6; purified Pol kappa, fluorescent DNA synthesis assay, 10 min; Potency, µM (doses to about 107 µM), for inactives: top-dose activity, negative = inhibition, actives largely listed as inhibitors; AID 588579; 0.53% of 400,000 active; note: potency is the fitted concentration of half-maximal effect; % is set by controls: 0 for no effect and ±100 for the full control effect
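Kinetic fluorescence screen: compound preincubated 15 min RT with 10 nM enzyme; 50 nM substrate (final) initiates; reads at 0/10 min.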
APEX1 inh – inhibitors of human APE1 endonuclease; P27695; recombinant APE1, TAMRA/BHQ-2 abasic DNA cleavage fluorescence; Potency, µM (top dose mostly 65.8 µM), for the others: at the top dose activity change, negative = inhibition, usual class: inhibitors; 0.35% of 350,000 active; AID 2517;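 note: potency is the fitted concentration of half-maximal effect; plate controls were vehicle for no effect and reference inhibitor for full effect; nearly all actives have a fitted effect of over 55% in size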
Target sequence (P27695 whole entry, looked up): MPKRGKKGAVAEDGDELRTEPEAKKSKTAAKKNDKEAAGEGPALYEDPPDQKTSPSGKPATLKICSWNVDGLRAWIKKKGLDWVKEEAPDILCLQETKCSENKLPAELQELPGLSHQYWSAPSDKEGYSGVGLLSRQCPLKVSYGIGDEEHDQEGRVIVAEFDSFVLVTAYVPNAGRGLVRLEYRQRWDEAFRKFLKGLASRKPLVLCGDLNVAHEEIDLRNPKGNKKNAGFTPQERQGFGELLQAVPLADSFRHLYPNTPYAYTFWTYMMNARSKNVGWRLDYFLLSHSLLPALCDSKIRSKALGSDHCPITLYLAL
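Endonuclease cleavage of a quenched abasic-site DNA duplex (50 nM) by APE1 (0.75 nM) was tracked by TAMRA dequenching. Compounds were preincubated with enzyme 15 min at room temperature; data normalized to buffer-only and DMSO wells plus NSC13755 control.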
Anesthetic bind – candidate novel general anesthetic via apoferritin binding; Potency, µM (highest dose often 77.5 µM), without a hit: top-dose activity change, negative = displacement, hits mostly inhibitors; apoferritin/1-aminoanthracene competitive binding, fluorescence; 0.074% of 350,000 active; note: potency is the fitted concentration of half-maximal effect; % is set by controls: 0 for no effect and ±100 for the full control effect; nearly all actives have a fitted effect of over 20% in size
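10 uM apoferritin + 50% sat. 1-AMA, PBS; cpd 10 min RT; Ex380/Em535 endpoint; normalized to free probe vs complex; 4-param Hill fit; propofol titration as pos. ctrl.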
Pol beta inh – DNA polymerase beta (human) inhibition. P06746. Pol beta primer extension/strand displacement, fluorescence kinetic. Potency, µM (highest dose often 114 µM), for the others: at the top dose activity change, negative = inhibition, usual class: inhibitors. 1.3% of 340,000 active; note: potency is the fitted concentration of half-maximal effect; % is set by controls: 0 for no effect and ±100 for the full control effect
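Enzyme-only controls used 10 nM Pol beta; buffer lacking enzyme served as negative control. Compound preincubated 15 min, then 50 nM substrate added; 0 and 10 min reads at room temperature.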
The depositor's hits bear a star; ? = inconclusive; . = not tested or not shown; [ ] = remark or other dose. Unless noted, calls come from the whole dose curve; as a rule, active = well fitted curve in the direction sought with a large enough effect; inconclusive = small, poorly fitted or top-dose-only effect, or another doubt; inactive = no such curve, though single readings can be large; an effect the other way counts as inactive or inconclusive. This is a subset (hit frequency here may not be typical).

Fields: 12-LOX inh, LDHA block, ERG-DNA inh, POLH inh, RGS4 inh, POLK inh, APEX1 inh, Anesthetic bind, Pol beta inh
Cc1ccc(NC(=O)COC(=O)Cc2ccc(Br)cc2)cc1S(=O)(=O)N1CCOCC1
  -10%, -4, -17%, -12%, 2%, -9%, 2%, ., .
NC(=O)CSc1nc2c(sc3ccccc32)c(=O)n1CCCN1CCOCC1
  0%, 1, -3%, -14%, 11%, -1%, 0%, -6%, 34%
Cc1csc(Sc2ccc(C(=O)OCC(=O)Nc3ccc(OC(F)(F)F)cc3)cc2[N+](=O)[O-])n1
  -19%, 1, 8%, -29%, -20%, -3%, 7%, -17%, 14%
COc1ccccc1-c1sc2ccccc2c1C#Cc1ccc(N(C)C)cc1
  -9%, -10, -11%, 0%, 6%, -3%, -1%, ., .
Cc1ccc(NC(=O)C2CCCN2C(=O)NC2CCCCC2)cc1C (stereo not given)
  1%, -4, -5%, -6%, -13%, -3%, 4%, -6%, -23%
CN(CC1COc2ccccc2O1)C(=O)c1ccc(N(C)C)cc1 (stereo not given)
  0%, -6, -6%, -21%, 6%, -16%, 0%, -9%, 3%
O=C(c1cc2ccccc2o1)N1CCN=C1SCc1cccc(F)c1
  -8%, -13, -3%, -17%, 16%, -7%, 1%, -11%, 16%
Fc1cccc2sc(N3CCCCC3)nc12
  2%, -3, -1%, -18%, 20%, -7%, -3%, -8%, -1%
CC(C)C(C(=O)Nc1nccs1)N1C(=O)c2ccccc2C1=O (stereo not given)
  -6%, -1, 9%, -15%, ?, 7%, 3%, -14%, 0%
Cc1sc2nc(CN(Cc3cccs3)C(=O)NC3CCCCC3)[nH]c(=O)c2c1C
  0%, -2, 0%, -14%, 41%, -15%, ?, -3%, -3%

Pulled by structure from the list above:
Fields: 12-LOX inh, LDHA block, ERG-DNA inh, POLH inh, RGS4 inh, POLK inh, APEX1 inh, Anesthetic bind, Pol beta inh
NC(=O)CSc1nc2c(sc3ccccc32)c(=O)n1CCCN1CCOCC1
  0%, 1, -3%, -14%, 11%, -1%, 0%, -6%, 34%
O=C(c1cc2ccccc2o1)N1CCN=C1SCc1cccc(F)c1
  -8%, -13, -3%, -17%, 16%, -7%, 1%, -11%, 16%

(continued)
Fields: 12-LOX inh, LDHA block, ERG-DNA inh, POLH inh, RGS4 inh, POLK inh, APEX1 inh, Anesthetic bind, Pol beta inh
O=C(O)c1ccc(N2CC3CC(C2)c2cccc(=O)n2C3)c(NC(=S)Nc2ccc(Br)cc2)c1 (stereo not given)
  40µM*, 4, 8%, -10%, ?, 6%, 16%, -8%, 27%
CC(=O)c1ccccc1Oc1nc(CN2CCOCC2)nc2scc(-c3cccs3)c12
  3%, 1, -9%, -10%, -41%, 3%, -4%, ?, -1%
COc1ccc(/C=C/C2=NNC(=O)CC2)cc1
  4%, -5, -1%, -4%, -13%, 7%, -3%, -1%, 2%
CN1CCc2c(sc3c2C(=O)NC(c2ccc(OC(=O)c4ccc(C(C)(C)C)cc4)cc2)N3)C1 (stereo not given)
  0%, 1, -2%, -17%, -39%, 4%, ., ?, 0%
COc1ccc(/C=C/C(=O)c2c(C)cc(C)[nH]c2=O)c2ccccc12
  0%, -1, 7%, -3%, 9%, -11%, 5%, -3%, 8%
Cc1cc(C)n(-c2ccc(C(=O)OCC(=O)Nc3ccc([N+](=O)[O-])cc3)cc2)n1
  15%, 3, 14%, -20%, 13%, -7%, 7%, ?, -19%
O=c1[nH]c(Cc2ccccc2)nc2scc(-c3ccccc3)c12
  314%[activator], -8, 4%, 2%, -10%, -7%, ?, -1%, 28%
Cc1ccc(Cl)cc1N1CCN(C(=O)c2cn(C)c3ccc(S(=O)(=O)N4CCC(C)CC4)cc3c2=O)CC1
  -18%, -5, 6%, -8%, -8%, 14%, ., -1%, 43%
Cc1cc(=O)oc2c3c(cc(OCC(=O)N[C@@H](C)C(=O)O)c12)OC(C)(C)CC3
  -7%, 0, 7%, 6%, 6%, -23%, 74%, 31%[activator], -1%
CCOC(=O)CC1C(=O)NCCN1C(=O)COc1ccc(Br)cc1C (stereo not given)
  1%, -8, -4%, -17%, 1%, -12%, 0%, -3%, 0%
OC[C@H]1OC(O)C[C@@H](O)[C@@H]1O (stereo not given in full)
  10%, -3, 14%, -5%, -15%, 0%, -3%, ., .
CCOc1ccccc1NCc1cc(=O)oc2cc(C)c(O)cc12
  9%, 2, -4%, -5%, 4%, 8%, 39%, 2%, 9%
O=C(Nc1ccc(Cl)cc1)Nc1cc(S(=O)(=O)N2CCOCC2)ccc1N1CCCC1
  ?, -4, -5%, -25%, 3%, -10%[60.1 µM], 0%, -10%, 0%
CCN(CC(=O)Nc1c(F)cccc1F)C(=O)c1ccc(C#N)cc1
  17%, -4, -4%, -15%, 2%, 0%, 8%, -1%, 1%
O=[N+]([O-])c1cc(-c2csc(NCCc3nc4cc(Cl)c(N5CCCCC5)cc4n3CCCO)n2)ccc1Cl
  -7%, -10, 10%, -9%, -8%, -8%, ., ., .
CC[C@H](C)[C@H](NC(N)=O)C(=O)OCC(=O)NCc1ccc(Cl)cc1
  -6%, -10, 5%, -7%, 2%[56.9 µM], -3%, -5%, -3%, 3%
O=S(=O)(Nc1ccc2c(c1)OCCO2)c1cccc2nsnc12
  8%, -1, -2%, -2%, 16%, -14%, 2%, -20%, -8%
Cc1cc2cc(CN(Cc3cccs3)C(c3nnnn3C(C)(C)C)C(C)C)c3nnnn3c2cc1C (stereo not given)
  -1%, -4, 6%, -27%, 26%, -25%, 15%, 0%, 2%
Cc1nc(CNC(=O)C2CCC(=O)N(Cc3cccc(F)c3)C2)sc1C (stereo not given)
  9%, -8, -6%, -2%, -15%, -10%, 18%, -3%, 11%
NC(=O)C1CCCN(C(=O)NC2CCCCC2)C1 (stereo not given)
  14%, -3, -8%, -13%, -15%, -3%, 7%, 3%, 19%
COc1ccc([C@H]2CC(=O)C=C(/C=C/Cc3ccccc3)C2)cc1
  -14%, -4, 10%, -7%, -15%, -12%, -8%, ., .
O=C(O)C1Cc2ccccc2CN1C(=O)CCl (stereo not given)
  ?, -1, 18%, ?, -1%, -17%, -4%, -7%, -9%
C=CCn1c(P(=O)(O)c2ccccc2)nc2ccccc21
  ?, -21, -6%, 3%, -31%, -7%, ?, -4%, -17%
Cc1cccc(-c2noc(-c3cc(-c4ccc(F)cc4)n[nH]3)n2)c1
  -21%, -10, 2%, -2%, 0%, 4%, ., 0%, -2%
CCOC(=O)c1sc(NC(=O)c2cc3nc(-c4ccccc4)cc(C(F)(F)F)n3n2)c(C(=O)OCC)c1C
  -17%, -4, 0%, -18%, -16%, -2%, ., -4%, 19%
FC(F)(F)c1ccc(Cl)c(NC(=S)N/N=C/c2ccccc2C(F)(F)F)c1
  19%, -2, -4%, ?, 21%, -15%, ?, 0%, 19%
CCCn1c(=N)n(CC(=O)C(C)(C)C)c2ccccc21
  ?, -4, -4%, -12%, -2%[11.4 µM], -10%, 23%, -13%, 4%
CCC(=O)NC(NC(=S)Nc1ccc(S(N)(=O)=O)cc1)C(Cl)(Cl)Cl (stereo not given)
  -8%, -14, ., -8%, -5%, -12%, 4%, -3%, 15%
O=C1CCCC2=C1C(c1ccc(Cl)cc1)n1c(s/c(=C\c3ccc4ccncc4c3)c1=O)=N2 (stereo not given)
  -9%, -3, 7%, 1%, -1%, -17%, 2%, 9%, -1%
COc1ccccc1Oc1nc(-c2ccccc2)cc(C)c1S(C)(=O)=O
  8%, -1, 5%, -20%, -44%, -7%, -10%, ?, 2%
Cc1noc(C)c1COc1ccc(C(=O)NCCc2ccc(F)cc2)cc1
  -22%, -14, -2%, -13%, -8%, -17%, -3%, ., .
CC1=C(C(=O)OC(C)C)C(c2ccccc2)NC(=S)N1C (stereo not given)
  ?, -2, -3%, -1%, 15%, -6%, -5%, -7%, 11%
Cc1cc(S(=O)(=O)Nc2ccc(C(=O)N3CCN(C(=O)c4ccco4)CC3)cc2)ccc1F
  -16%, -7, 2%, -10%, -9%, 4%, 1%, -15%, 8%
CC(/C=C/c1ccco1)=N\NC(=O)COc1ccc(C)c(C)c1
  0%, -1, 1%, -15%, -37%, 2%, -4%, ?, 2%
COc1cc(-c2ccc(NC(=O)NC3CC3)c(OC)c2)ccc1NC(=O)NC1CC1
  119%[activator], ., ., ., ., ., 2%, 2%, ?
O=C(NN1CCCCC1)c1cccc2ccccc12
  -3%, -4, 1%, -14%, -2%, -18%, -3%, -4%, ?
Cc1ccc(C(=O)N/C(=C\c2ccc(-c3ccc(Cl)cc3)o2)C(=O)NCCCN(C)C)cc1
  -28%, -6, 0%, -16%, -9%, -7%, 0%, -23%, 10%
Cc1cccc(S(=O)(=O)N2CCCc3ccccc32)c1
  56%[activator], 2, 13%, -10%, 13%, -2%, 28%, -10%, 6%
Cc1ccc(S(=O)(=O)NCCC(=O)N2CC(C)OC(C)C2)cc1C (stereo not given)
  -30%, -2, 2%, -2%, 21%, -18%, 10%, ., .

Screening data: PubChem BioAssay, National Center for Advancing Translational Sciences (NCATS)
